# Compound activity as filed in PubChem BioAssay.
# FEN1 inh – human FEN1 inhibition. P39748. Recombinant FEN1 flap cleavage, fluorescence, 15 min. Potency, µM (titrated, usually from 114 µM), inactives show at the top dose activity change, negative = inhibition, usual class: inhibitors. 390,000 compounds, 0.35% hits. AID 588795; note: nearly all actives have a fitted effect of over 65% in size
# Target sequence (P39748 whole entry, looked up): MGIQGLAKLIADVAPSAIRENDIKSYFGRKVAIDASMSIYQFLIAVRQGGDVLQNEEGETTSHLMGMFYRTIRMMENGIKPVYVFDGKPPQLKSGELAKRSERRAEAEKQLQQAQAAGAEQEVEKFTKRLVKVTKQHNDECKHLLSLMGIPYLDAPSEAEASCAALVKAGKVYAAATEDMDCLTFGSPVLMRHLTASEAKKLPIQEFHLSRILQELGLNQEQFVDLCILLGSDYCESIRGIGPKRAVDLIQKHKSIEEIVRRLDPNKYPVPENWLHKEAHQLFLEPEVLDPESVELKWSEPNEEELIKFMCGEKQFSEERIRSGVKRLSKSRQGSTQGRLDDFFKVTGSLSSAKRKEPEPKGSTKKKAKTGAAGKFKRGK
#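 With each library titrated from low to high concentration, compounds met 10 nM FEN1 for 15 min at room temperature before 50 nM substrate was added; readings at 0 and 15 min fed four-parameter Hill curve fits.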
# GCN5L2 inh – GCN5L2 (KAT2A) acetyltransferase inhibition; Q92830; GCN5L2 HAT assay, ThioGlo1 CoA-SH fluorescence; Potency, µM (highest dose often 58.9 µM), for inactives: top-dose activity change, negative = inhibition, hits mostly inhibitors; 390,000 compounds, 0.21% hits
#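 Titration-based screen in which CoA formation is detected via maleimide probe ThioGlo1 (50uM) turning fluorescent on thiol reaction; substrates H3(1-25) 75uM and acetyl-CoA 70uM, GCN5L2 20nM, 20 min incubation at room temperature.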
# N370S GC – inhibits or activates N370S mutant glucocerebrosidase | Potency, µM (top dose mostly 59.4 µM), without a hit: at the highest dose activity change, negative = inhibition, most hits filed as inhibitors | 330,000 compounds, 0.092% hits | P04062 | N370S GC spleen homogenate, 4MU-glucoside fluorescence;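 note: 0% = full enzyme activity and -100% = no enzyme basal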
# Numbers without * were called inactive; ? = inconclusive; nt = no result given; & = joins results of further samples; [ ] = dose if it differs, or a comment. Calls come from the whole dose curve; as a rule, active = well fitted curve in the direction sought with a large enough effect; inconclusive = small, poorly fitted or top-dose-only effect, or another doubt; inactive = no such curve, though single readings can be large; an effect the other way counts as inactive or inconclusive. Unless noted, % is set by controls: 0 for no effect and ±100 for the full control effect; potency is the fitted concentration of half-maximal effect. Hits appear at their usual frequency; any-hit rate near 0.54%.
SMILES,FEN1 inh,GCN5L2 inh,N370S GC
CCCCCN(C(=O)CCC(=O)OCc1cccc(F)c1)c1c(N)n(CCCC)c(=O)[nH]c1=O,-4.8%,-0.8%,-0.5%
OCn1ncn(-c2ccccc2)c1=S,-7.5%,1.4%,4.6%
CN(C(=S)Nc1ccc(F)cc1)C1(c2ccccc2Cl)CCCCC1=O (stereo not drawn),-15.2%,2.6%,-3.1%
Cc1cc(N)ccc1-c1cc2ccccc2oc1=O,-6.2%,-12.3%,1.1%
O=C(CCn1c(=O)sc2ccccc21)NCc1ccco1,-7.8%,-2.7%,5.4%
Cc1cc(C(=O)NCc2cccs2)nn1C,-10.3%,-4.7%,6.3%
CCOC(=O)CNC(=O)c1cc(C)oc1C,nt,2.1%,-2.8%
COc1ccc(C(C)NC(=S)NCc2ccc(F)cc2)cc1OC (stereo not drawn),-2.4%,-8.4%,-5.5%
CCOC(=O)C(CCCCOc1cccc(CC)c1)C(=O)OCC,-1.9%,-5.5%,-14.9%
Nc1nonc1-n1nnc(C(=O)N/N=C/c2cccnc2)c1CSc1ccc(Cl)cc1,6.7%,-16.6%,-15.0%
COc1ccc(C(=O)NCCc2nnc(SCC(=O)Nc3ccccc3F)n2C)cc1,4.5%,-7.1%,12.8%
CCOC(=O)c1sc(NC(=O)/C=C/c2ccc(C(C)C)cc2)c(C(=O)OCC)c1C,-3.9%,-8.4%,nt
CC(Sc1ccsc1[N+](=O)[O-])C(=O)NCCc1ccc(Cl)cc1 (stereo not drawn),-6.9%,-1.0%,-6.7%
O=C(COc1ccccc1[N+](=O)[O-])N(C1CCCCC1)C1CCS(=O)(=O)C1 (stereo not drawn),-1.9%,1.4%,-15.8%
CN(CCc1ccccn1)C(=O)c1ccc(OC2CCN(CCc3ccccc3)CC2)cc1,-13.8%,0.0%,-6.0%
O=C(NNc1nc2cc3c(cc2s1)OCO3)c1cccc(F)c1,-2.1%,-3.1%,20.9%
CCCCn1nnc(NC(=S)NC(=O)c2cccs2)n1,-2.5%,-11.9%,8.4%
c1ccc2c(c1)C(=Nn1cnnc1)c1ccccc1-2,?,-20.3%,7.7%
Cc1cc(C(=O)N/N=C/C=C/c2ccccc2)c(C)o1,-1.0%,-0.7%,3.0%
COc1cc(-n2c(C)nc3cc(C(=O)O)ccc32)cc(OC)c1OC,10.5%,-4.6%,-3.7%
c1ccc(N2CCN(C3CCSC3)CC2)cc1 (stereo not drawn),-1.8%,-16.1%,29.1%
Cc1cc(N2CCCC2)n2nc(C)nc2n1,-4.6%,0.4%,15.8%
Cc1ccc(OCc2cc(C(=O)N3CCc4sccc4C3)no2)cc1C,-9.1%,-6.0%,-3.1%
CN(C)C(CNC(=O)c1cc(S(=O)(=O)N2CCOCC2)ccc1F)c1cccs1 (stereo not drawn),-6.9%,-1.3%,nt
CCOC(=O)C1C(=O)NC(c2ccccc2)=NC1c1ccccc1 (stereo not drawn),4.6%,-2.4%,8.8%
# (cont.)
SMILES,FEN1 inh,GCN5L2 inh,N370S GC
Cc1ccc(N2C(=O)c3cccc4c([N+](=O)[O-])ccc(c34)C2=O)c2cccnc12,-17.0%,39.0%[activator],-1.3%
O=C(/C=C/c1ccc(F)cc1)NCc1ccco1,0.5%,-5.3%,?
Cc1onc(-c2ccccc2)c1C(=O)N1CCCC1,-0.3%,-8.4%,-0.1%
CC1CCCCN1S(=O)(=O)c1cn(C)c(=O)n(C)c1=O (stereo not drawn),-0.3%,-16.2%,12.0%
Cc1ccc(S(=O)(=O)NC(CC(N)=O)C(=O)O)cc1 (stereo not drawn),9.1%,-0.4%,5.8%
Cc1ccc(Nc2ncnc3onc(C)c23)cc1Cl,13.5%,-11.4%,nt
CCOCCCNC(=O)C(c1ccc(C)cc1)N(Cc1cccs1)C(=O)c1ccccc1O (stereo not drawn),-4.3%,-4.5%,-14.6%
O=C(CN1C(=O)CCS(=O)(=O)c2ccccc21)Nc1ccc(Cl)cc1,-3.8%,-9.9%,?
Cc1nc2c(C(F)(F)F)cccc2c2c1CCS2,-0.9%,-7.7%,7.0%
CC(C)C[C@@H](CO)N(Cc1ccccc1)S(=O)(=O)N(Cc1ccccc1)[C@H](CO)CC(C)C,-15.4%&-17.3%,?,nt
COc1ccc(OC)c(/C=N/N(CCC#N)C2=NS(=O)(=O)c3ccccc32)c1,14.8%,-14.3%,-2.4%
Cc1ccc(S(=O)(=O)N2[C@@H](c3ccc(F)cc3)C(C(=O)O)=CC[C@H]2c2cccc(C)c2)cc1,-15.2%,-14.8%,-6.4%
CC(C)C[C@@]12C(=O)N(c3cccc(Cl)c3)C(=O)N1[C@H](c1ccc(Br)cc1)[C@@H]1C(=O)N(C(C)(C)C)C(=O)[C@@H]12,-12.2%,-21.1%,-0.9%
CCO[C@H]1OC(C(=O)NCc2nc3ccccc3[nH]2)=C[C@@H](c2ccccc2)[C@@H]1CCCO,-1.5%,-3.8%,8.1%
COC(=O)/C(=C(/F)SCC(C)=O)C(F)(F)F,nt,-7.6%,-14.8%
COc1ccccc1C(=O)NCC(=O)Nc1cccnc1,nt,-4.2%,-0.1%
Cc1ccc(N(CC(=O)Nc2cccc(Cl)c2)S(=O)(=O)c2cccs2)cc1,-1.0%,-2.5%,nt
Cc1ccc(N2C(=O)CC(NCC3CCCO3)C2=O)cc1 (stereo not drawn),21.0%,0.0%,-2.6%
COc1cccc(/C=N/N2CCN(c3ccncc3S(=O)(=O)N3CCCCC3)CC2)c1,-7.8%,-2.4%,-19.9%
COc1ccc(S(=O)(=O)N2CCCCCC2)cc1C(=O)Nc1ccccn1,19.3%,-9.1%,-0.3%
Cc1ccc(C(=O)N2CCN(c3nc4ccccc4n3C)CC2)cc1,16.4%,?,-15.7%
CCOC(=O)c1cc(-c2ccc(N3CCOCC3)cc2)nn1-c1ccccc1C(=O)O,-5.4%,-20.1%,-7.4%
Cc1nn2c(C)c(C(=O)NCc3cccc(Br)c3)cnc2c1-c1ccccc1,-4.9%,27.9%,nt
Cc1sc2nc(CN(C(=O)NC3CCCCC3)C3CCCCC3)[nH]c(=O)c2c1C,-1.7%,-0.4%,?
COC(=O)c1ccc(NC(=O)CCc2nnc3ccc(NCc4ccco4)nn23)cc1,-3.7%,-13.9%,-0.4%

# A second format for some results above.
SMILES | FEN1 inh | GCN5L2 inh | N370S GC
COc1cccc(/C=N/N2CCN(c3ccncc3S(=O)(=O)N3CCCCC3)CC2)c1 | -7.8% | -2.4% | -19.9%
COc1ccc(S(=O)(=O)N2CCCCCC2)cc1C(=O)Nc1ccccn1 | 19.3% | -9.1% | -0.3%
Cc1ccc(C(=O)N2CCN(c3nc4ccccc4n3C)CC2)cc1 | 16.4% | ? | -15.7%
CCOC(=O)c1cc(-c2ccc(N3CCOCC3)cc2)nn1-c1ccccc1C(=O)O | -5.4% | -20.1% | -7.4%
Cc1nn2c(C)c(C(=O)NCc3cccc(Br)c3)cnc2c1-c1ccccc1 | -4.9% | 27.9% | nt
Cc1sc2nc(CN(C(=O)NC3CCCCC3)C3CCCCC3)[nH]c(=O)c2c1C | -1.7% | -0.4% | ?

# (further entries)
SMILES,FEN1 inh,GCN5L2 inh,N370S GC
Cc1ccc(N(CC(=O)NCc2cccs2)S(=O)(=O)c2cccs2)cc1,-5.6%,-9.2%,12.8%
COc1cc(/C=C2/SC(=S)N(C)C2=O)ccc1OC(=O)c1ccco1,-1.8%,-3.9%,9.7%
O=C(Nc1cccc(-c2cccc(Cl)c2)c1)C1CCN(Cc2ccon2)CC1,-29.5%,-7.3%,?
O=C(c1ccc2ncsc2c1)N1CCCC(C(F)(F)F)C1 (stereo not drawn),2.2%,-0.2%,-6.2%
Cc1ccc(C(=O)C(NC(=O)c2ccco2)N2CCOCC2)cc1 (stereo not drawn),-3.5%,-3.5%,-1.7%
O=C(Cn1cc(C(F)(F)F)cc(Cl)c1=O)NCc1ccc(Cl)cc1Cl,-1.5%,2.3%,-8.0%
c1ccc(C(NCCNC(c2ccccc2)c2ccccc2)c2ccccc2)cc1,9.8%,-10.3%&13.1%&10.6%,-0.3%&-2.3%&-27.4%
C=CCn1c(=N)n(CC(O)COc2ccccc2OC)c2ccccc21 (stereo not drawn),-8.6%,-5.5%,-10.5%
Cc1c(Cl)cccc1NC(=O)CN(CCc1ccccc1)S(=O)(=O)c1ccccc1,-7.3%,-18.9%,nt
O=c1[nH]c(C2CCN(S(=O)(=O)Cc3ccccc3)CC2)nc2c1nnn2Cc1ccccc1Cl,1.3%,-6.8%,-17.6%
CCn1c(NCc2cc(OC)c(OC)c(OC)c2)nc2ccccc21,18.6%,-15.3%,-17.0%
CCN(Cc1ccncc1)C(=O)c1ccccc1NS(=O)(=O)c1ccc(Br)cc1,17.6%,-3.3%,-6.6%
CN1CCC(NC(=O)Nc2ccc(Br)cc2)CC1,21.1%,-2.6%,0.2%
O=C(COC(=O)c1ccccc1C(=O)c1ccc(Cl)cc1)NCCc1ccccc1,0.8%,-0.5%,20.1%
Cc1occc1C(=O)NNC(=O)Nc1ccc(Cl)c(Cl)c1,0.2%,15.8%,8.0%
N#Cc1ccc(CO/N=C/c2ccccc2)cc1,-4.0%,-15.1%,5.9%
CC(C)(C)C(=O)O/N=C1\CCS(=O)(=O)c2sccc21,-7.3%,-2.3%,2.2%
CC(C(=O)Nc1cc([N+](=O)[O-])ccc1Cl)N1CCN(c2ccccc2)CC1 (stereo not drawn),17.8%,-10.7%,-3.6%
COc1ccc(C2C=C(c3ccc(Br)cc3)Nc3nc(NS(C)(=O)=O)nn32)cc1 (stereo not drawn),nt,?,16.5%
Cc1oc(-c2ccccc2)nc1C(=O)N1CCN(c2ccc(F)cc2)CC1,1.2%,-22.8%,5.0%
COc1cccc(C2C3=C(N=c4s/c(=C\c5ccccc5O)c(=O)n42)c2ccccc2CC3)c1OC (stereo not drawn),nt,-13.1%,-5.9%
Cc1cc2ccccc2c(=O)n1CC(=O)NCC(=O)N(C)C1CCCCC1,4.3%,-6.7%,nt
N=C1SC(CC(=O)Nc2ccc([N+](=O)[O-])cc2)C(=O)N1c1ccccc1 (stereo not drawn),-16.6%,-1.5%,-11.8%
COC(=O)c1nc(NC(=O)c2ccc(F)cc2)n[nH]1,-2.5%,?,8.6%
O=C(CSc1nnc(-c2ccco2)o1)NCC(=O)c1ccccc1,1.5%,-10.2%,0.4%

# Record cards, as listed above.
# `CN(C(=S)Nc1ccc(F)cc1)C1(c2ccccc2Cl)CCCCC1=O` (stereo not drawn) is listed with FEN1 inh: -15.2%; GCN5L2 inh: 2.6%; N370S GC: -3.1%
# `Cc1ccc(N(CC(=O)NCc2cccs2)S(=O)(=O)c2cccs2)cc1` is listed with FEN1 inh: -5.6%; GCN5L2 inh: -9.2%; N370S GC: 12.8%

# (listing goes on)
SMILES,FEN1 inh,GCN5L2 inh,N370S GC
CCN(CC)CCCNC(=O)c1c2c(nc3ccccc13)C(=O)N(C1CCCCC1)C2,-4.1%,-4.3%,nt
Cc1ccccc1NC(=O)c1c(NC(=O)c2ccncc2)sc2c1CCC(C(C)(C)C)C2 (stereo not drawn),-10.2%,-6.1%,nt
O=C(N/N=C/c1cccnc1)C1CCCN(S(=O)(=O)c2ccccc2)C1 (stereo not drawn),-1.5%,-8.1%,1.8%
CCCc1nnc(NC(=O)c2c(O)c3cccc4c3n(c2=O)CC4)s1,-7.5%,-6.2%,-0.2%
Cc1ccccc1CS(=O)(=O)c1ccc(C(=O)N2CCOCC2)cc1[N+](=O)[O-],10.7%,-3.6%,-4.7%
Cc1ccc(S(=O)(=O)N2CCCN(C(C)c3nc4ccccc4c(=O)[nH]3)CC2)cc1 (stereo not drawn),7.8%,-12.4%,nt
Cc1cc(C)nc(NS(=O)(=O)c2cccs2)c1,0.0%,0.9%,8.5%
c1ccc(-c2ncc(CN3CCN(c4ccccn4)CC3)[nH]2)cc1,-1.8%,-1.4%,-0.5%
Cc1ccc(Cl)cc1N1CCN(Cc2nnnn2C2CCCCC2)CC1,-5.6%,-7.8%,5.3%
O=Cc1ccc(OCc2cn3ccccc3n2)cc1,20.7%,-4.0%,2.8%
CCN(CC)c1ccc(NC(=O)c2cc(C)nc3c2c(C)nn3-c2ccc(C)cc2)c(C)c1,12.4%,-9.3%,nt
CCn1nnc(NC(=O)c2cccc(-c3cc4ccccc4oc3=O)c2)n1,-1.6%,-3.8%,-0.3%
COC(=O)C(C)Sc1nnc(-c2ccncc2)o1 (stereo not drawn),-1.7%,-5.7%,-7.1%
Fc1ccccc1/C=N/Nc1nc(-c2ccccn2)nc2ccccc12,nt,-1.6%,6.6%
CCCN(CCO)Cc1ccc(Br)cc1,8.7%,-4.8%,1.4%
Cc1cc(C)nc(SCCC(=O)Nc2ccccc2C)n1,-15.8%,-19.5%,0.9%
COc1ccc(-n2cc(-c3ccccc3)[nH]c2=S)cc1,-4.4%,9.7%,7.3%
CCCCCn1c(CN2CCN(c3cc(Cl)ccc3C)CC2)nc2c1c(=O)[nH]c(=O)n2C,-0.7%,-0.4%,-8.2%
